Glioma ERSR ind: ER stress response induction in glioma; U87-MG GRP78 promoter luciferase reporter, 16 h; Potency, µM, for inactives: at the top dose activation, most hits filed as activators; AID 602332; hit rate 0.02% among 420,000; further: potency means the concentration at half of the fitted maximal effect; series mostly up to about 76 µM; % of control where 0% means no effect; nearly all actives have a fitted effect of over 35% in size
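ERSR induction read as luciferase luminescence (Bright-Glo, 10 min at room temperature) in stably transfected human U87-MG glioma cells exposed to compounds for 16 h, using GRP78 as sensor.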
LDHA inh: inhibitors of human lactate dehydrogenase A; hit rate 0.15% among 480,000; P00338; activity change, % (values are at about 110 or 230 µM); purified LDHA, NADH/diaphorase-resazurin fluorescence; hits give low values; in the data active means activity change below about -30%; inconclusive means mostly about -25% to -30%;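 further: plate controls were DMSO wells for no effect and wells without enzyme for full effect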
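Enzyme activity of human lactate dehydrogenase 5 (2 nM; 0.06 mM NADH, 0.2 mM pyruvate, 5 min, RT) is measured via a resazurin/diaphorase fluorescence readout of residual NADH.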
Vif-APOBEC3F blk: inhibitors of Vif-A3F interaction. hit rate 0.2% among 390,000. HeLa A3F-eYFP + Vif (tagged APOBEC3F with the HIV-1 protein that degrades it), YFP fluorescence increase. AID 602313. Potency, µM (doses to about 46.1 µM), inactives show at the top dose activity, negative = active; further: potency means the concentration at half of the fitted maximal effect; % of control where 0% means no effect; nearly all actives have a fitted effect of over 65% in size
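Fluorescence increase (Ex 488/Em 500-530) after overnight compound treatment at 37 deg C flags inhibition of Vif-driven A3F-eYFP loss in stable HeLa A3F-eYFP/Vif cells seeded overnight beforehand.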
IDH1 R132H inh: blocks human mutant IDH1 R132H enzyme; AID 602179; IDH1-R132H enzyme, NADPH consumption, diaphorase/resazurin fluorescence; Potency, µM (doses to about 76.6 µM), for the others: top-dose activity change, negative = inhibition, usual class: inhibitors; hit rate 0.093% among 390,000; O75874; further: potency means the concentration at half of the fitted maximal effect; on the % scale 0 is the no-effect control and ±100 the full control effect; nearly all actives have a fitted effect of over 65% in size
Target sequence (O75874 whole entry R132H, stated change not applied): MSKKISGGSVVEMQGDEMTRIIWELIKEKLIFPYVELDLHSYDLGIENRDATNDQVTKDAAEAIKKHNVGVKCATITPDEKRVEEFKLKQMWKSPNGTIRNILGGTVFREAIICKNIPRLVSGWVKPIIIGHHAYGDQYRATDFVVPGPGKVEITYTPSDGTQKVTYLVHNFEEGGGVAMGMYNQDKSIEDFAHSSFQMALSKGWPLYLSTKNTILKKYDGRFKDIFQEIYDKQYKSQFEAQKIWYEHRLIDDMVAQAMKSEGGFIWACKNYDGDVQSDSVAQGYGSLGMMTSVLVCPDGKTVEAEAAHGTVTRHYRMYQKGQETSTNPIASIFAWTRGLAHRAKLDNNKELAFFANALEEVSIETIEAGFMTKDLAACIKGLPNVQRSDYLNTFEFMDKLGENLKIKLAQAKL
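IDH1-R132H (0.5 ug/mL dispensed) in pH 7.5 Tris buffer was preincubated 30 min with compound, then given a substrate mix of 0.016 mM NADPH and 2 mM alpha-KG for 80 min at room temperature; remaining NADPH was read by diaphorase/resazurin fluorescence.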
Vif-APOBEC3G blk: inhibitors of Vif-APOBEC3G interaction. Q9HC16. HeLa A3G-eYFP + Vif (tagged APOBEC3G with the HIV-1 protein that degrades it), YFP fluorescence, overnight. hit rate 0.076% among 410,000. Potency, µM (doses to about 46.1 µM), for the others: at the highest dose activity, negative = active, usual class: inhibitors;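 further: potency means the concentration at half of the fitted maximal effect; on the % scale 0 is the no-effect control and ±100 the full control effect; nearly all actives have a fitted effect of over 60% in size; hits raise eYFP signal because A3G escapes Vif-driven loss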
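HeLa cells stably expressing Vif and C-terminally eYFP-tagged A3G, seeded overnight at 37 deg C, then exposed to compound by pintool overnight at 37 deg C. Rise in yellow fluorescence (Ex 488/Em 500-530, Acumen) marks blocked Vif-driven A3G degradation.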
PI4K2A block: PI4K2A (human) kinase inhibition. Q9BTU6. activity change, negative = inhibition, % at 76.9 µM. AID 1346378. hit rate 0.13% among 420,000. purified PI4K2A, ADP-Glo luminescence, 1 h; hits give low values; in the data active means activity change below about -50%; inconclusive means mostly about -30% to -49%;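 further: -100% = wells without enzyme as full effect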
Target sequence (Q9BTU6 whole entry, looked up): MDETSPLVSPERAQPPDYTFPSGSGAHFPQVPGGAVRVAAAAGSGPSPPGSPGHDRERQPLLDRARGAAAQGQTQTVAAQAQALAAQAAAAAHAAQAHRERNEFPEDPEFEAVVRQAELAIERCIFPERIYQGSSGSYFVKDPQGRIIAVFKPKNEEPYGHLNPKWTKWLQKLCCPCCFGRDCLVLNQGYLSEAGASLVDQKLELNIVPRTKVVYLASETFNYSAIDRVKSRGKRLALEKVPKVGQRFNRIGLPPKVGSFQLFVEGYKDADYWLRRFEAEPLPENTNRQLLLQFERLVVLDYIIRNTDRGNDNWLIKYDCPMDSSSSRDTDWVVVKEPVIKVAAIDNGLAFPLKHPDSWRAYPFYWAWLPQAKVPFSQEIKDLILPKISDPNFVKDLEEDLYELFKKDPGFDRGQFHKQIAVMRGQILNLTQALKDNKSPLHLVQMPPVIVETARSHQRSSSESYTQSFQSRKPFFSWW
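PI4K2A activity was measured by ADP-Glo luminescence: enzyme (4 ug/mL stock) and phosphatidylinositol (1.2 mM stock) in Tris pH 7.5/MgCl2/EGTA/Triton X-100 buffer were reacted with ATP (300 microM stock) for one hour at ambient temperature.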
TrxR1 substrate: substrates of rat thioredoxin reductase 1. purified TrxR1 substrate turnover, NADPH consumption readout. Potency, µM (doses to about 114 µM), without a hit: at the highest dose activity change, negative = substrate turnover. hit rate 0.01% among 390,000; further: potency means the concentration at half of the fitted maximal effect; on the % scale 0 is the no-effect control and ±100 the full control effect; nearly all actives have a fitted effect of over 50% in size
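Rat TrxR1, dispensed at 90 nM, was prereduced with 400 uM NADPH (final) for 5 min at ~22 deg C, then incubated with compound 15 min before 400 uM selenite. A first-read NADPH fluorescence drop versus no-compound background flagged substrates.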
USP1 inh: inhibitors of human USP1/UAF1 deubiquitinase; O94782; recombinant USP1/UAF1, Ub-Rhodamine cleavage fluorescence; Potency, µM (series often up to 57.1 µM), for inactives: at the top dose activity change, negative = inhibition, hits mostly inhibitors; hit rate 0.23% among 390,000; further: potency means the concentration at half of the fitted maximal effect; on the % scale 0 is the no-effect control and ±100 the full control effect; nearly all actives have a fitted effect of over 60% in size; inactives centre near -12
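1 nM enzyme complex + cpd, 15 min RT; start with Ub-Rho 150nM final; kinetic fluorescence ex 480/em 540, 6 reads q60 s. Buffer 50mM HEPES pH 7.8, 0.5mM EDTA, 0.1 mg/ml BSA, 1mM TCEP, 0.01% Tween-20.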
RXFP1 ag: agonists of human relaxin receptor RXFP1; Q9HBX9; HEK293T-RXFP1 cAMP TR-FRET, 30 min; response scale: percent of porcine relaxin response, buffer zero; Potency, µM (top dose mostly 57.5 µM), inactives show at the highest dose activation, most hits filed as activators; hit rate 0.3% among 370,000; AID 2676; further: potency means the concentration at half of the fitted maximal effect; on the % scale 0 is the no-effect control and ±100 the full control effect; nearly all actives have a fitted effect of over 60% in size; many of its hits are not listed in these tables
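HEK293 cells stably expressing RXFP1, treated 30 min at 37C with compounds plus PDE4 inhibitor Ro 20174; cAMP measured by HTRF TR-FRET. Normalized to buffer and 29 nM porcine relaxin; EC50 by Hill fit.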
Numbers without * were called inactive; ? = inconclusive; . = not tested or not shown; & = joins results of further samples; [ ] = remark or other dose. Unless noted, the call rests on the fitted dose curve; in most records, active means well fitted curve in the direction sought with a large enough effect; inconclusive means small, poorly fitted or top-dose-only effect, or another doubt; inactive means no such curve, though single readings can be large; an effect the other way counts as inactive or inconclusive.

1	CC(=O)c1c(C)[nH]c(C(=O)CN2CCN(S(=O)(=O)c3ccccc3[N+](=O)[O-])CC2)c1C
2	CC1=C(c2ccc(C)cc2)S(=O)(=O)N(Cc2ccc(C(=O)NCc3ccccc3F)cc2)C1=O
3	O=C1NC(=S)N/C1=C/c1cc([N+](=O)[O-])ccc1N1CCOCC1
4	Cc1cc(C)cc(NC(=O)C(Cc2ccccc2)N2Cc3ccccc3C2=O)c1 (stereo not drawn)
5	COc1cc(CCC(=O)NNC(=O)c2ccc(Cl)cc2)cc(OC)c1OC

assay / entry	1	2	3	4	5
Glioma ERSR ind	-3%	.	-1%	-1%	-4%
LDHA inh	4	-9	-10	-3	-7
Vif-APOBEC3F blk	2%	.	-7%	1%	-8%
IDH1 R132H inh	0%	.	-3%	-32%	-2%
Vif-APOBEC3G blk	-16%	.	8%	3%	-5%
PI4K2A block	-2	5	0	-3	2
TrxR1 substrate	2%	21%[57.1 µM]	6%[57.1 µM]	-10%	-1%
USP1 inh	-12%	-15%	?	-21%	-26%
RXFP1 ag	-0.7%	11%	2.2%	-0.5%	-1.3%

Excerpt: nos. 3 to 5
3	O=C1NC(=S)N/C1=C/c1cc([N+](=O)[O-])ccc1N1CCOCC1
4	Cc1cc(C)cc(NC(=O)C(Cc2ccccc2)N2Cc3ccccc3C2=O)c1 (stereo not drawn)
5	COc1cc(CCC(=O)NNC(=O)c2ccc(Cl)cc2)cc(OC)c1OC

assay / entry	3	4	5
Glioma ERSR ind	-1%	-1%	-4%
LDHA inh	-10	-3	-7
Vif-APOBEC3F blk	-7%	1%	-8%
IDH1 R132H inh	-3%	-32%	-2%
Vif-APOBEC3G blk	8%	3%	-5%
PI4K2A block	0	-3	2
TrxR1 substrate	6%[57.1 µM]	-10%	-1%
USP1 inh	?	-21%	-26%
RXFP1 ag	2.2%	-0.5%	-1.3%

The listing continues:
6	COc1ccc(CCNC(=O)c2sc3cc(C)ccc3c2Cl)cc1
7	COc1ccc(CCN2CC(C(=O)OCc3ccccc3Cl)CC2=O)cc1OC (stereo not drawn)
8	O=C(CSc1nc(O)c(-c2ccccc2)c(=O)[nH]1)N1CCOCC1
9	CC1(C)OC(=O)N2CCc3ccccc3C21C (stereo not drawn)
10	CSc1ccc(CN2CCC(C)(Oc3ccc(-n4ccnc4)cc3)C2)cc1 (stereo not drawn)

assay / entry	6	7	8	9	10
Glioma ERSR ind	2%	-1%	-4%	2%	-5%
LDHA inh	-5	-7	-1	-6	-9
Vif-APOBEC3F blk	.	3%	5%	-6%	.
IDH1 R132H inh	2%	-1%	2%	7%	.
Vif-APOBEC3G blk	0%	-3%	-2%	-1%	-2%
PI4K2A block	-11	-1	5	2	-2
TrxR1 substrate	4%	3%[57.1 µM]	3%[57.1 µM]	6%	.
USP1 inh	-4%	-11%	-4%	-12%	.
RXFP1 ag	6.8%	.	-3.4%	0.1%	.

11	O=C(CCN1C(=O)/C(=C/c2ccccc2F)SC1=S)Nc1ccccn1
12	O=C(NC(=S)Nc1ccc(N2CCCCC2)cc1)c1ccc2c(c1)OCCO2
13	Cc1nn(-c2ccccc2)c(C)c1P(=O)(c1ccccc1)N(C)C (stereo not drawn)
14	COc1ccc(OC)c(CCNC(=O)Cc2ccc(NC3=NC4CS(=O)(=O)CC4S3)cc2)c1 (stereo not drawn)
15	Cc1ccccc1NC(=O)Cc1nc(COC(=O)C(NC(=O)c2ccccc2C)C(C)C)cs1 (stereo not drawn)

assay / entry	11	12	13	14	15
Glioma ERSR ind	-1%	-4%	-4%	-4%	-2%
LDHA inh	-4	1	-17	-4	-19
Vif-APOBEC3F blk	-22%	-5%	-4%	-4%	3%
IDH1 R132H inh	-9%	0%	8%	12%	1%
Vif-APOBEC3G blk	-3%	1%	0%	1%	-6%
PI4K2A block	1	-1	1	-3	-3
TrxR1 substrate	2%	-12%	9%	-9%[57.1 µM]	2%
USP1 inh	-2%	-8%	?	-18%	-17%
RXFP1 ag	-3.1%	-0.6%	0.0%	0.9%	1.8%

16	Cc1ccc2nc(CCc3ccc(N)cc3)[nH]c2c1
17	CCN(CC)c1ccc(NC(=O)CCS(=O)(=O)c2cc3c(cc2Cl)NC(=O)CO3)c(C)c1
18	Cc1nc([N+](=O)[O-])c(C(=O)OCc2cccc(Br)c2)n1C
19	CC(C)C(=O)Nc1cccc(NC(=O)CCN2C(=O)c3ccccc3S2(=O)=O)c1
20	CCCCN(Cc1ccccc1)C(=O)c1oc(=O)c2ccccc2c1-c1ccc(C)cc1

assay / entry	16	17	18	19	20
Glioma ERSR ind	1%	-1%	1%	-2%	-2%
LDHA inh	-3	4	-3	-4	-5
Vif-APOBEC3F blk	6%	1%	14%	-18%	-11%
IDH1 R132H inh	3%	-10%	8%	6%	10%
Vif-APOBEC3G blk	-10%	-5%	0%	-2%	5%
PI4K2A block	1	-1	0	-1	10
TrxR1 substrate	8%[57.1 µM]	2%	0%	7%	-5%
USP1 inh	-16%	-21%	-11%	?	-15%
RXFP1 ag	1.8%	16%	1.0%	-0.1%	2.9%

21	COC(=O)c1ccc(C(=O)OC)c(NC(=O)CSCc2ccc(Br)cc2)c1
22	CCn1cc(C(=O)NCC2CCCO2)c2cc(OC)c(OC)cc2c1=O (stereo not drawn)
23	CC1CN(CCC(=O)Nc2ccc3c(c2)OCO3)CC(C)O1 (stereo not drawn)
24	COC(=O)c1ccc2c(c1)N(Cc1cc(C)ccc1C)C(=O)c1ccccc1S2(=O)=O
25	COc1cc(NC(=O)c2nc3ccccc3nc2N2CCCCC2)cc(OC)c1OC

assay / entry	21	22	23	24	25
Glioma ERSR ind	-4%	-1%	-3%	-3%	5%
LDHA inh	-7	4	7	-1	-8
Vif-APOBEC3F blk	-15%	7%	-2%	-5%	-6%
IDH1 R132H inh	3%	2%	3%	42%[activator]	?
Vif-APOBEC3G blk	-7%	0%	0%	1%	-1%
PI4K2A block	1	2	1	2	-4
TrxR1 substrate	16%	7%[57.1 µM]	-4%	-11%[57.1 µM]	-6%
USP1 inh	3%	-26%	2%	?	?
RXFP1 ag	-3.8%	2.8%	1.8%	0.8%	4.6%

26	CCN(C(=O)CSc1nnnn1-c1ccc(OC)cc1)C1CCS(=O)(=O)C1 (stereo not drawn)
27	N#Cc1cc([N+](=O)[O-])ccc1NC(=O)CSc1n[nH]c(=O)[nH]c1=O
28	CCOC(=O)c1ccc(NC(=O)CSCc2ccco2)cc1
29	CCC(C)c1ccccc1NC(=O)C(C)NCCN(C)C (stereo not drawn)
30	COc1ccc(-c2cc(C)nc3nc(N)nn23)cc1

assay / entry	26	27	28	29	30
Glioma ERSR ind	-1%	2%	0%	-1%	6%
LDHA inh	-7	-3	7	?	-1
Vif-APOBEC3F blk	-12%	6%	-3%	-12%	-3%
IDH1 R132H inh	-8%	4%	9%	-4%	2%
Vif-APOBEC3G blk	0%	0%	-13%	-1%	1%
PI4K2A block	0	-10	-5	0	-6
TrxR1 substrate	3%	-3%[2.29 µM]	-6%	10%	271%[activator]
USP1 inh	-20%	-17%	-6%	-26%	-2%
RXFP1 ag	.	.	0.5%	0.5%	2.4%

31	CC1(C)CC(=O)C=C(NCC(O)c2ccccc2)C1 (stereo not drawn)
32	COc1ccccc1-n1c(SCC(=O)Nc2ccc(C)cc2)nc(O)cc1=O
33	CC(=O)Nc1ccc(N2C(=O)c3ccc(S(=O)(=O)c4ccc(C(=O)O)cc4)cc3C2=O)cc1
34	COc1cc(NC(=S)NCc2cccs2)cc(OC)c1
35	CC(=O)Nc1ccc(S(=O)(=O)NCCC(=O)N2CCN(c3ccccc3Cl)CC2)cc1

assay / entry	31	32	33	34	35
Glioma ERSR ind	0%	-2%&-1%	-3%	-2%	-3%
LDHA inh	-4	0&-2	-8	-5	-20
Vif-APOBEC3F blk	0%	-1%&-13%	0%	1%	2%
IDH1 R132H inh	0%	-2%&1%	6%	3%	-3%
Vif-APOBEC3G blk	0%	1%&2%	2%	-4%	0%
PI4K2A block	-3	-7&9	0	0	-2
TrxR1 substrate	2%	19%	-7%	-3%	-3%
USP1 inh	-1%	-15%&5%	-16%	-11%	-11%
RXFP1 ag	0.3%	-0.9%&-1.2%	1.9%	2.5%	.

36	CCOC(=O)C(C#N)C(Cc1ccccc1)c1ccco1 (stereo not drawn)
37	Cc1ccc(-c2nnc(SCC(=O)N/N=C/c3ccccc3C(=O)O)n2-c2ccc(C)cc2)cc1
38	COc1ccc(OC)c(C=NNC(=O)NN=Cc2cc(OC)ccc2OC)c1
39	CCNC(=O)CSc1nc2ccccc2c(=O)n1CCCOC(C)C
40	COc1ccc(-c2c(C)oc3c(CN4CCOCC4)c(O)ccc3c2=O)cc1

assay / entry	36	37	38	39	40
Glioma ERSR ind	-4%	8%	-6%	4%	-4%
LDHA inh	0	-2	-3	-5	1
Vif-APOBEC3F blk	-7%	2%	0%	-4%	-5%
IDH1 R132H inh	4%	-1%	4%	-4%	6%
Vif-APOBEC3G blk	8%	-6%	3%	3%	-3%
PI4K2A block	7	0	7	2	-4
TrxR1 substrate	-1%[57.1 µM]	-14%	.	-2%	243%[activator]
USP1 inh	4%	-5%	-29%	-23%	-7%
RXFP1 ag	0.7%	0.8%	.	1.9%	7.0%

Screening data deposited in PubChem by National Center for Advancing Translational Sciences (NCATS).

This is a subset; rates above refer to the full screens.
